CASP6 VEID inh – inhibitors of human caspase-6. P55212. AID 686996. hit rate 0.53% among 350,000. purified caspase-6, Z-VEID-R110 cleavage fluorescence. inhibition, % at 12.5 µM;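 active = mean inhibition across replicates at least about 35%, with every replicate also reaching that limit, limit read from the data; inconclusive = only one of the two criteria met; inactive = neither criterion met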;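 note: 0% = median of neutral control wells and 100% = no fluorescence left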
Target sequence (P55212 24-179 limits assumed): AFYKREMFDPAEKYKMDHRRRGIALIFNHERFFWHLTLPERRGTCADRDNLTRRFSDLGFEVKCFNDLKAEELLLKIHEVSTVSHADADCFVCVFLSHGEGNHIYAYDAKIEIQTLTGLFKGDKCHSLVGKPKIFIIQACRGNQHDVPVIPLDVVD
Target sequence (P55212 194-293 limits assumed): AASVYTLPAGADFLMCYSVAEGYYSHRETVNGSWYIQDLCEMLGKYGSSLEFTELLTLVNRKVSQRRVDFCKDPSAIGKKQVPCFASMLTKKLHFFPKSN
PglD inh – blocks C. jejuni PglD acetyltransferase activity. purified PglD enzyme, DTNB colorimetric CoA detection. AID 602405. inhibition, % at 12.5 µM. hit rate 0.098% among 360,000; in the data active = inhibition above about 16%, passing the limit was not always enough; inconclusive = no clear call, values can overlap the other calls; note: strong numbers were not always called active
RAD54 branch – RAD54 (human) branch migration inhibition; hit rate 0.14% among 360,000; RAD54 Holliday junction branch migration, FAM/BHQ fluorescence; inhibition, % at 10.4 µM; Q92698;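 active = mean normalized replicate activity at least 40 and at least half of replicates scoring 40 or more; inconclusive = only one of the two criteria met; inactive = mean below 40 and under half of replicates reaching 40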;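 note: 0% = median of neutral control wells and 100% = median of positive control wells; inhibitors cause a drop in the FAM fluorescence signal; in these data hits start at about 50%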
Target sequence (Q92698 whole entry, looked up): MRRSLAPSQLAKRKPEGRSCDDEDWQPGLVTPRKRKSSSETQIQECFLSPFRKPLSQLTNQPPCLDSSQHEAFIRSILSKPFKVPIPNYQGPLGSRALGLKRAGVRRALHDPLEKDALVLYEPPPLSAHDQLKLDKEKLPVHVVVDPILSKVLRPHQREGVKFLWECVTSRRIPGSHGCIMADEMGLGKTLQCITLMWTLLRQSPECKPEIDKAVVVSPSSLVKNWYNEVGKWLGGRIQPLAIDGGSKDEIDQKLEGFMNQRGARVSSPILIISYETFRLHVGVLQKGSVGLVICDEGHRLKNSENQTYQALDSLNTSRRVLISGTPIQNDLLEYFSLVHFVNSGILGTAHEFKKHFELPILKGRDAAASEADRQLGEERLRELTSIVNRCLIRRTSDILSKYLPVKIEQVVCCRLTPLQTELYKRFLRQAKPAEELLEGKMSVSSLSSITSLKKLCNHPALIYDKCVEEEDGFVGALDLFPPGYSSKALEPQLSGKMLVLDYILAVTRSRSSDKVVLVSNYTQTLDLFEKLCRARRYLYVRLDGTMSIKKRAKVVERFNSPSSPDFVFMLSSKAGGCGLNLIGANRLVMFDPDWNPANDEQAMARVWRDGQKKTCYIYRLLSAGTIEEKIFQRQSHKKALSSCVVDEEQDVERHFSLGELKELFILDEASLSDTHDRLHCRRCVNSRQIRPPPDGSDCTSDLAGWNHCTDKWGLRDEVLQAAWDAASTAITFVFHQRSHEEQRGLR
esBAF inh – inhibitors of esBAF chromatin remodeling in mouse ES cells. Bmi1-luciferase knock-in reporter, 24 h; 100% = twice the neutral-well signal. reporter increase, % at 12.5 µM. hit rate 2% among 350,000; in the data active = activation above about 40%; inconclusive = no clear call, values can overlap the other calls;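 note: 0% = median of the plate's neutral control wells and 100% = double that signal; a rise in the Bmi1 reporter signal indicates esBAF inhibition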
E-sel inducer – E-selectin induction on HUVECs; P16581; activation, % at 7.58 µM; hit rate 0.37% among 260,000; HUVEC E-selectin immunofluorescence imaging; normalized: neutral wells 0, TNF-alpha wells 100;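 active = mean E-selectin-positive cell signal at least 10% of the positive control, reached in at least 60% of replicates, without over 20% cell loss; inconclusive = no rule given, readout overlaps actives, possibly toxicity-flagged; inactive = the rest, including those meeting only one limit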;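 note: in these data hits start at about 27%; measured in HUVEC primary endothelial cells; signal is the percent of cells scored E-selectin positive by PE staining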
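System: HUVEC / Compound: single concentration / Signal: immunofluorescence imaging / Read-out: percent E-selectin-positive cells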
ARNT-TACC3 inh – ARNT/TACC3 interaction disruption | Q9Y6A5 | AID 623870 | AlphaScreen His-ARNT PAS-B/GST-TACC3 binding, luminescence; TACC3 fragment carries E629A point mutation | inhibition, % at 9.99 µM | hit rate 0.66% among 390,000;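 active = mean inhibition of replicates at least 50% and at least half of replicates each reaching 50%; inconclusive = half or more replicates reach 50% but mean below 50%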;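 note: 0% = complete ARNT plus TACC3 wells and 100% = ARNT alone without TACC3; many hits fall short of the cut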
ERp5 block – blocks human ERp5 reductase activity on insulin; Q15084; ERp5 insulin aggregation, absorbance 650 nm, 90 min; inhibition, % at 9.99 µM; hit rate 0.05% among 350,000; AID 651711;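 active = mean replicate inhibition above about 25%, with every replicate also reaching it, limit read from the data, passing the limit was not always enough; inconclusive = only one of those two criteria met; inactive = neither criterion met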
RAD52 inh – inhibitors of human RAD52 DNA annealing | P43351 | recombinant RAD52 DNA annealing, FRET fluorescence | inhibition, % at 18.7 µM | hit rate 0.46% among 360,000 | AID 651710;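 active = every replicate showing at least 50% inhibition; inconclusive = mean inhibition at least 50% but not in every replicate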
Active calls of the source: *; ? = inconclusive; / = not tested or not shown; & = joins results of further samples.

SMILES | CASP6 VEID inh | PglD inh | RAD54 branch | esBAF inh | E-sel inducer | ARNT-TACC3 inh | ERp5 block | RAD52 inh
COc1ccc(OC)c(NC(=O)CSc2nnc(-c3ccncc3)s2)c1 | -1 | -7 | -2 | / | 0.8 | 2 | 14 | -20
CC(C)NC(=O)N(C)C[C@@H]1Oc2ccc(NC(=O)Nc3ccc(C(F)(F)F)cc3)cc2CC(=O)N([C@@H](C)CO)C[C@@H]1C | 4 | 2 | 2 | -5 | 0.4 | 15 | 2 | -13
C[C@H](CO)N1C[C@H](C)[C@@H](CN(C)CC2CCCCC2)Oc2ccc(NS(=O)(=O)c3cn(C)cn3)cc2CC1=O | -4 | -1 | 10 | 2 | 0.1 | 10 | -5 | 3
CC(C)(C)CNC(=O)C1(C)CCN1C(=O)Cc1ccc(C(C)(C)C)cc1 (centres undefined) | 2 | -2 | -2 | -4 | -0.2 | / | 2 | -3
CCc1ccc2oc(-c3ccc(OC)cc3)cc(=Nc3cccc(C(=O)O)c3)c2c1 | 21 | 4 | -15 | -69 | / | -5 | 7 | -42
CCCCNC(=O)Cn1nnc(-c2ccccc2)c1COc1ccc(C(C)=O)cc1 | 0 | 5 | -9 | 4 | -0.1 | / | 2 | -16
C[C@@H]1CN([C@@H](C)CO)C(=O)c2cc(-c3ccc(C#N)cc3)cnc2O[C@H]1CN(C)Cc1ccncc1 | -1 | -1 | 13 | -2 | 0.4 | 17 | 3 | 10
Cc1nn(-c2ccccc2)nc1-c1nnc(-c2ccc(C(F)(F)F)cc2)o1 | -3 | 3 | -2 | / | 15 | 0 | 2 | -3
C[N+](C)(C)CCCCCC[N+](C)(C)C | -14 | -4 | 3 | -2 | -0.2 | -2 | -1 | -1
O=C(C[C@@H]1C=C[C@@H](NC(=O)c2cccc(F)c2)[C@H](CO)O1)Nc1nccs1 | 1 | -2 | -3 | 4 | -0.3 | 7 | -6 | -7
O=C(Nc1ccccc1)c1ccc2ccccc2n1 | / | -5 | -9 | -1 | 4.1 | -2 | 2 | -15
O=C(CCN1CCN(c2ccccc2)CC1)NNC(=O)Cc1ccccc1Cl | 0 | 2 | -8 | 9 | / | 5 | 2 | -14
C[C@@H]1CCCCO[C@@H](CN(C)S(=O)(=O)c2cccs2)[C@@H](C)CN([C@@H](C)CO)C(=O)c2cc(NS(=O)(=O)c3ccccc3)ccc2O1 | 1 | 5 | 2 | -5 | 0.8 | -9 | -6 | -3
CS(=O)(=O)N1CCc2cc(C(=O)N3CCOCC3)ccc21 | / | -1 | 3 | -5 | / | -4 | / | /
C[C@@H]1CN([C@H](C)CO)C(=O)c2cc(NC(=O)Nc3cccc4ccccc34)ccc2O[C@@H](C)CCCCO[C@H]1CN(C)Cc1ccc(C(F)(F)F)cc1 | / | 0 | -10 | -1 | 1.2 | 4 | / | /
Cc1cc(NC(=O)CN2CCN(C/C=C/c3ccccc3)CC2)c([N+](=O)[O-])cc1C | / | 1 | -9 | -8 | / | 4 | / | /
Cc1noc(C)c1C(=O)OCC(=O)NC(=O)NC12CC3CC(CC(C3)C1)C2 | / | -4 | 2 | 12 | / | -18 | / | /
O=[N+]([O-])c1ccccc1NC1CCN(Cc2ccccc2)CC1 | -6 | / | / | / | 0.4 | 12 | 3 | -6
COc1ccc(OC(=O)/C=C/c2ccc([N+](=O)[O-])cc2)cc1 | 0 | 6 | -6 | -6 | -0.1 | -5 | 0 | -8
CCN(CC)c1ccc(CNC23CN4CN(CN(C4)C2)C3)cc1 | / | 0 | 1 | 1 | / | 14 | / | /
COCC#Cc1ccc([C@@H]2[C@H](CO)N3CCCCN(S(=O)(=O)c4ccc(OC)cc4)C[C@@H]23)cc1 | -1 | 1 | -7 | -4 | -0.1 | -5 | 8 | -19
COc1ccc(CN2CCNC(=O)C2CC(=O)NCCCn2cccn2)c(OC)c1 (centres undefined) | -2 | / | / | / | 0.1 | -3 | -1 | -20
COc1cccc(S(=O)(=O)Nc2ccc3c(c2)OC[C@H](C)NC[C@H](C)[C@@H](OC)CN(C)C3=O)c1 | -1 | / | / | / | -0.2 | / | -7 | -14
Cc1ccc(S(=O)(=O)Nc2cccc3c2O[C@@H](CN(C)S(=O)(=O)c2ccc(C)cc2)[C@H](C)CN([C@H](C)CO)C3=O)cc1 | -3 | 0 | 4 | -5 | -0.5 | 4 | -6 | -8
Cc1ccc(/C=C2\SC(=S)N(CCCC(=O)Nc3cc(C)on3)C2=O)cc1 | -3 | -8 | 6 | / | 0.2 | -5 | 3 | -5
CC1(C)CC(=O)C=C(c2ccc(-c3cnc4ccccc4c3)cc2)C1=O | -4 | -5 | -6 | -43 | 0.8 | / | 8 | -7
COC(=O)CNC(=O)CCC(=O)N1CCN(C(c2ccccc2)c2ccccc2)CC1 | 1 | 1 | -1 | 1 | / | 0 | 4 | 10
CC1CCCN(C(=O)CSc2nnc(-c3cccs3)o2)C1 (centres undefined) | 0 | -1 | 4 | 15 | 0.1 | 0 | -7 | 4
COc1ccc(-c2nnc(-c3ccccc3)o2)cc1OC | 0 | 5 | 4 | ? | / | 0 | -6 | -7
O=C(CSc1ccc2ccccc2c1)Nc1ccncc1 | -79 | -4 | -7 | 6 | / | -3 | -4 | -11
NCc1c(O)ccc2ccccc12 | -3 | / | / | / | 0.1 | / | -2 | -2
Cc1ccc(C(=O)NNC(=O)c2nn(-c3ccc(F)cc3)ccc2=O)cc1 | 0 | 2 | 7 | -3 | 1.5 | / | 0 | -4
CC1=C(C(=O)N(C)C)CC(CC(=O)NCCCN(C)C)C(=O)N1CCC1=CCCCC1 (centres undefined) | -5 | -1 | -6 | -3 | / | / | 1 | -18
COc1ccc(NC(=S)N(CCN2CCOCC2)Cc2ccccc2F)cc1 | -1 | / | / | / | 0.5 | 2 | 1 | -19
O=S(=O)(N[C@@H]1CC[C@H](CCn2cc(-c3ccccn3)nn2)O[C@H]1CO)c1cccc(F)c1 | 0 | -3 | 0 | 2 | -0.1 | 84* | -7 | -13
COc1cc2c(cc1OC)C1=C(C#N)CCC(=NC(=O)c3ccc(Cl)cc3)N1CC2 | / | 9 | 0 | -6 | / | -29 | / | /
COc1ccccc1C(=O)n1nc(-c2cccnc2)nc1N | -1 | -2 | 1 | 3 | -0.1 | 4 | 5 | 8
O=C(NCc1ccccc1F)C1CCCN(S(=O)(=O)N2CCOCC2)C1 (centres undefined) | 0 | 0 | -4 | 1 | / | -3 | 0 | -7
O=C(c1cccs1)N1CCN(C(=O)c2cn(-c3ccccc3)nc2-c2ccccc2)CC1 | -1 | -6 | 1 | 54* | / | 5 | 4 | -21
Cc1cc(=O)[nH]c(/N=C(\N)Nc2ccc3c(c2)OCCO3)n1 | 1 | 3 | 7 | -3 | / | -3 | -1 | -6
COc1ccc(CCNC(=S)NCCc2ccc(OC)c(OC)c2)cc1OC | -1&-5 | 5&-4 | -1&-8 | / | -0.2 | -3 | 0&-1 | -3&-10
CC(=O)Nc1cc(-c2cccc(F)c2)cn2c(-c3ccc(S(C)(=O)=O)cc3)cnc12 | -1 | 1 | -5 | 11 | -0.3 | / | -2 | -52
COc1ccc(NC(=O)Nc2ccc3c(c2)C(=O)N([C@@H](C)CO)C[C@@H](C)[C@H](CN(C)C(=O)Nc2c(C)noc2C)OCCCC[C@@H](C)O3)cc1 | -2 | 0 | 3 | 0 | -0.3 | 23 | 0 | 9
c1ccc2c(c1)ncn2-c1ncnc2sc3c(c12)CCCC3 | / | -3 | -3 | 5 | / | 0 | / | /
Cc1ccc(-c2cc(-c3n[nH]c(=S)o3)c3ccccc3n2)cc1 | 1 | / | / | / | / | 1 | -6 | -18
O=C(c1cccs1)N(Cc1ccco1)c1nc(-c2ccc(F)cc2)cs1 | / | -4 | 2 | -2 | / | -1 | / | /
CC(=O)Nc1cncc(-c2cccc(C(=O)NC3CC3)c2)n1 | -3 | -3 | 9 | 3 | -0.1 | / | -1 | -12
O=C(c1ccccc1Br)N1CCN(c2ccccc2)CC1 | / | 5 | -6 | -5 | / | -18 | / | /
O=C(NCCc1ccco1)c1nn(Cc2ccccc2)c(=O)c2ccccc12 | / | 0 | -5 | -1 | / | -1 | / | /
CC(C)NC(=O)NS(=O)(=O)c1cnccc1N1CCCCC1 | / | -2 | -2 | -8 | / | 0 | / | /
CS(=O)(=O)N1CCN(C(=O)c2cc(-c3cccs3)nc3ccccc23)CC1 | / | 3 | 1 | 0 | / | 14 | / | /
O=C(CCC(=O)c1cccs1)OCc1nc2ccccc2s1 | / | -10 | -13 | -6 | / | -4 | / | /
C[C@H](NC(=O)[C@@H]1CCCN1C(=O)[C@@H]1CCCN1C(=O)c1cccc2ccccc12)c1ccccc1 | -1 | / | / | / | 0.0 | / | -5 | -10
CCOC(=O)[C@H]1[C@H]2COc3ccc(C)cc3[C@@H]2N2C(=O)CN(CC3CCCO3)C(=O)[C@@]12C (some centres undefined) | 5 | 4 | -2 | -8 | -0.1 | -5 | 5 | -3
O=C(NNC(=O)c1ccc(Cl)cc1Cl)Nc1ccccc1 | / | 0 | -5 | 1 | / | -3 | / | /
COc1cccc(CC(=O)N2CCN(C(=O)C(=O)c3cccc(C(F)(F)F)c3)CC2)c1 | -2 | / | / | / | -0.1 | / | 2 | -18
C[C@H]1CCCCO[C@@H](CN(C)Cc2ccc(C(=O)O)cc2)[C@@H](C)CN([C@@H](C)CO)C(=O)c2cc(NS(=O)(=O)c3ccc(F)cc3)ccc2O1 | 0 | -1 | -6 | 1 | 0.2 | 0 | 2 | 5
Cc1ccc(Cn2ccc(=O)c(OCc3c(Cl)cccc3Cl)c2C)cc1 | / | 0 | -5 | -29 | / | -11 | / | /
CCC1CCCCN1CCCNC(=O)c1ccc(CS(=O)(=O)Cc2ccccc2F)o1 (centres undefined) | / | -8 | 2 | -5 | / | 1 | / | /

By substructure: the compounds so far containing a thiophene ring, fused or not.
SMILES | CASP6 VEID inh | PglD inh | RAD54 branch | esBAF inh | E-sel inducer | ARNT-TACC3 inh | ERp5 block | RAD52 inh
C[C@@H]1CCCCO[C@@H](CN(C)S(=O)(=O)c2cccs2)[C@@H](C)CN([C@@H](C)CO)C(=O)c2cc(NS(=O)(=O)c3ccccc3)ccc2O1 | 1 | 5 | 2 | -5 | 0.8 | -9 | -6 | -3
CC1CCCN(C(=O)CSc2nnc(-c3cccs3)o2)C1 (centres undefined) | 0 | -1 | 4 | 15 | 0.1 | 0 | -7 | 4
O=C(c1cccs1)N1CCN(C(=O)c2cn(-c3ccccc3)nc2-c2ccccc2)CC1 | -1 | -6 | 1 | 54* | / | 5 | 4 | -21
c1ccc2c(c1)ncn2-c1ncnc2sc3c(c12)CCCC3 | / | -3 | -3 | 5 | / | 0 | / | /
O=C(c1cccs1)N(Cc1ccco1)c1nc(-c2ccc(F)cc2)cs1 | / | -4 | 2 | -2 | / | -1 | / | /
CS(=O)(=O)N1CCN(C(=O)c2cc(-c3cccs3)nc3ccccc23)CC1 | / | 3 | 1 | 0 | / | 14 | / | /
O=C(CCC(=O)c1cccs1)OCc1nc2ccccc2s1 | / | -10 | -13 | -6 | / | -4 | / | /
